GAA inh = qHTS Assay for Inhibitors of Human alpha-Glucosidase as a Potential Chaperone Treatment of Pompe Disease. Lysosomal alpha-glucosidase (Homo sapiens), P10253. purified human GAA, 4-MU-alpha-glucoside fluorescence. Potency, µM (doses to about 76.9 µM), inactives show top-dose activity change, negative = inhibition, usual class: inhibitors. 200,000 compounds, 0.005% hits;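 note: plate controls were uninhibited enzyme wells for no effect and no-enzyme background for full effect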
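Compounds are titrated up to 77 uM against 4 nM human enzyme. Substrate 4-methylumbelliferyl-alpha-D-pyranoside (400 uM) reacts 20 min at room temperature in pH 5.0 buffer; liberated 4-methylumbelliferone is read at 440 nm.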
GAA glycogen mod = qHTS Assay for Inhibitors and Activators of Human alpha-Glucosidase Cleavage of Glycogen. Lysosomal alpha-glucosidase (Homo sapiens), P10253. recombinant GAA, glycogen substrate, Amplex Red glucose oxidase fluorescence. Potency, µM (series often up to 76.4 µM), for the others: top-dose activity change, negative = inhibition, actives largely listed as inhibitors. 300,000 compounds, 0.38% hits;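 note: 0% = full enzyme reaction and -100% = no-enzyme basal signal; the screen sought inhibitors and activators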
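Recombinant human enzyme (4 nM); glycogen substrate; 37 C, 40 min, pH 5.0. Readout: coupled glucose oxidase/Amplex Red fluorescence.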
Tau FP inhib = qHTS for Inhibitors of Tau Fibril Formation, Fluorescence Polarization; Microtubule-associated protein tau (Homo sapiens), P10636; K18 P301L tau heparin fibrillization, Alexa594 FP, 6 h; Potency, µM (titrated, usually from 57.7 µM), for the others: at the highest dose activity, negative = inhibition, usual class: inhibitors; 280,000 compounds, 0.39% hits; AID 1468, 2008; note: % is set by controls: 0 for no effect and ±100 for the full control effect; nearly all actives have a fitted effect of over 55% in size
Target sequence (P10636 561-689 P618L limits assumed): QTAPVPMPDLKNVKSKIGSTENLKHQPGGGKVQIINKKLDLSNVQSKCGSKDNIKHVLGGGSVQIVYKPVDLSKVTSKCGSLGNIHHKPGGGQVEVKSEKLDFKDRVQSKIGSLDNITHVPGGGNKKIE
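Quantitative HTS format: compounds meet 15 uM recombinant K18 P301L tau and Alexa 594-tau tracer in 100 mM sodium acetate pH 7; 20 uM heparin triggers fibrillization at 37 C over 6 hr; FP gives the signal.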
GLA spleen mod = qHTS Assay for Inhibitors and Activators of Human alpha-Galactosidase From Spleen Homogenate; Alpha-galactosidase A (Homo sapiens), P06280; human spleen homogenate, 4MU-alpha-Gal fluorescence, 40 min; Potency, µM (top dose mostly 80 µM), for inactives: at the highest dose activity change, negative = inhibition, actives largely listed as inhibitors; 240,000 compounds, 0.008% hits; AID 2107, 2009;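 note: 0% = enzyme with vehicle and -100% = no enzyme basal signal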
Target sequence (P06280 32-429 limits assumed): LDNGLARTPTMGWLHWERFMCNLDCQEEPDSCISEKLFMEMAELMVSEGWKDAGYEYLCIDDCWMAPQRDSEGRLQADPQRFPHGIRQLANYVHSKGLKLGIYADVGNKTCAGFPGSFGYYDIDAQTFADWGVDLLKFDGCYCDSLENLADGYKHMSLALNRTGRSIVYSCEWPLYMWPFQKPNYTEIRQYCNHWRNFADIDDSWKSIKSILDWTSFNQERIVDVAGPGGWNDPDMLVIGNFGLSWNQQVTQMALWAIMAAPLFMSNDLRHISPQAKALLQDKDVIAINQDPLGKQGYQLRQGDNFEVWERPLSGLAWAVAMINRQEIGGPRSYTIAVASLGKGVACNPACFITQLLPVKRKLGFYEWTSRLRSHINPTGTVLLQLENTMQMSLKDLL
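Human spleen homogenate (1 ug) as enzyme source, 4-methylumbelliferyl-alpha-D-galactopyranoside 1 mM final, citrate/phosphate pH 5.0 with 0.01% Tween-20. Compounds 40 min at 37C, NaOH/glycine stop; fluorescence Ex 365/Em 440, Hill-fit AC50.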
Tau fluor cs = Counterscreen qHTS for Inhibitors of Tau Fibril Formation, Fluorescence Polarization. tau K18 P301L Alexa594 fluorescence, heparin fibrillization. Potency, µM (top dose mostly 57.7 µM), for inactives: top-dose activity change, negative = decrease. 280,000 compounds, 0.93% hits. AID 1463, 2008; note: % is set by controls: 0 for no effect and ±100 for the full control effect; nearly all actives have a fitted effect of over 55% in size
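Human K18 P301L tau (15 uM unlabeled plus 0.24 uM Alexa 594-labeled, final) in 100 mM sodium acetate pH 7 was mixed with compound and 20 uM heparin and incubated 6 hr at 37 C.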
HTT ATP protect = qHTS Multiplex Assay to Identify Dual Action Probes in a Cell Model of Huntington: Cytoprotection (ATP). PC12 HTT-Q103 induced, cytoprotection, ATP luminescence, 40 h. Potency, µM (titrated, usually from 56.4 µM), inactives show cytoprotection (ATP increase), actives largely listed as activators. 230,000 compounds, 0.14% hits. AID 1471, 2008;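 note: % of control where 0% means no effect; nearly all actives have a fitted effect of over 45% in size; toxic huntingtin expression switched on by the ecdysone agonist tebufenozide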
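PC12 cells stably carrying ecdysone-inducible Htt exon 1 (Q103)–GFP were induced with 100 nM tebufenozide (final) alongside library compounds in a dose series. Cytoprotection was scored as retained ATP by ATPlite luminescence.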
aGlu spleen mod = qHTS Assay for Inhibitors and Activators of Human alpha-Glucosidase From Spleen Homogenate. Lysosomal alpha-glucosidase (Homo sapiens), P10253. human spleen homogenate, 4-MU-alpha-glucoside fluorescence. Potency, µM (top dose mostly 79.9 µM), inactives show at the highest dose activity change, negative = inhibition, usual class: inhibitors. 240,000 compounds, 0.006% hits;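 note: 0% = enzyme with vehicle and -100% = no enzyme basal signal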
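Compounds were titrated against alpha-glucosidase in spleen homogenate at pH 5.0, with 1 mM 4-methylumbelliferyl substrate for 40 min at 37 C. Reactions were quenched with pH 10 NaOH/glycine and fluorescence measured.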
Tau fibril ThT = qHTS for Inhibitors of Tau Fibril Formation, Thioflavin T Binding. Microtubule-associated protein tau (Homo sapiens), P10636. recombinant tau K18 P301L, heparin-induced fibrillization, ThT fluorescence. Potency, µM (top dose mostly 57.4 µM), inactives show at the highest dose activity, negative = inhibition, most hits filed as inhibitors. 270,000 compounds, 2.1% hits. AID 1460, 2008; note: % is set by controls: 0 for no effect and ±100 for the full control effect; nearly all actives have a fitted effect of over 55% in size
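Using a mix of unlabeled (15 uM) and Alexa 594-labeled (0.24 uM) tau K18 P301L, heparin-triggered fibrillization over 6 hr at 37 C was scored by ThT fluorescence.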
* hit, by the source's call; ? = inconclusive; nt = not tested or not shown; [ ] = dose if it differs, or a comment. Calls come from the whole dose curve; as a rule, active = well fitted curve in the direction sought with a large enough effect; inconclusive = small, poorly fitted or top-dose-only effect, or another doubt; inactive = no such curve, though single readings can be large; an effect the other way counts as inactive or inconclusive. Potency is the fitted concentration of half-maximal effect.

SMILES	GAA inh	GAA glycogen mod	Tau FP inhib	GLA spleen mod	Tau fluor cs	HTT ATP protect	aGlu spleen mod	Tau fibril ThT
CC(=O)N/C(=C\c1cccc([N+](=O)[O-])c1)C(=O)NC(C)C	-4.5%	10.5%	-5.8%	1.6%	-1.6%	-35.2%[10 µM]	4.7%	-10.0%
Cc1nnc(SCC(=O)c2cc(C)n(-c3ccc4c(c3)OCO4)c2C)s1	-2.8%	12.7%	9.8%	-4.9%	-13.1%	7.6%[10 µM]	-9.5%	?
Cc1cccc(NC(=O)Cn2cccc2)c1	-2.2%	-3.5%	-4.3%	-0.5%	-2.4%	21.8%	-7.1%	-4.4%
CSc1ccc(-c2cc(=O)c3ccccc3o2)cc1	?	-0.8%	-6.4%	?	-20.5%	-81.3%[inhibitor][10 µM]	14.0%	?
CCOC(=O)c1cc(OC(=O)c2cc(OC)cc(OC)c2)n(-c2ccccc2)n1	nt	-6.3%[76.3 µM]	-0.1%	nt	4.0%	nt	nt	-7.5%
Nc1nc(N)nc(-c2ccccn2)n1	-0.5%	10.7%	2.1%	-3.2%	-4.1%	-24.6%[0.074 µM]	-6.3%	-5.2%
CCCCNC(=O)Nc1c(C(=O)OC)[nH]c2ccc(C)cc12	-2.5%	-9.8%	9.7%	-3.3%	-10.7%	-7.8%	-3.4%	-9.2%
CCOc1ccc(S(=O)(=O)Nc2cc(C)ccn2)c2ccccc12	-15.5%	6.1%	4.5%	1.7%	-6.0%	7.8%	0.8%	-6.1%
c1ccc(CSc2nnc(-c3ccco3)c(-c3ccco3)n2)cc1	-14.8%	-10.5%	12.6µM*	-1.3%	?	-7.0%	-5.9%	7.94µM*
COCCNc1nc2nonc2nc1N1CCCC1c1nccs1 (stereo unspecified)	8.4%	-3.3%	?	1.9%	-21.4%	27.8%[10 µM]	-1.1%	?
N#Cc1ccc(NC(=O)COC(=O)C2=COCCO2)cc1	-13.5%	-7.6%	2.3%	6.0%	-1.2%	23.4%[1.9 µM]	0.5%	-3.1%
COc1ccc(C(=O)Nn2c(SCC(=O)NCC3CCCO3)nc3ccccc3c2=O)cc1 (stereo unspecified)	4.9%	4.7%	-5.3%	-4.0%	-17.3%	-9.2%[0.074 µM]	-5.8%	-30.2%
COc1ccc(OC)c(N/C=C/C(=C(C#N)C#N)N(C)C)c1	?	-17.0%	11.0%	3.3%	-15.9%	?	-1.4%	-17.5%
COc1ccc(/C=C/C(=O)OCC(=O)N2CC(=O)Nc3ccccc32)cc1S(=O)(=O)N1CCOCC1	3.9%	-11.5%	-5.2%	-0.1%	-4.8%	18.3%[10 µM]	-11.8%	2.1%
Cc1ccc(C(C)C)c(OCC(=O)Nc2ccc(N3CCN(S(C)(=O)=O)CC3)cc2)c1	-6.9%	4.4%	6.7%	3.2%	-12.5%	5.7%	6.2%	-11.5%
CN1CCCN(C(=O)c2cc(-c3ccc(Cl)c(Cl)c3Cl)nc3ccccc23)CC1	-1.7%	8.5%	-0.3%	-0.3%	-6.2%	-28.0%	-3.1%	-18.8%
Cc1ccc2c(c1)N(C(=O)CSc1nncn1C)C(C)(C)c1ssc(=S)c1-2	-7.3%	-5.9%	11.2%	7.2%	-19.6%	23.9%[10 µM]	2.2%	?
O=C(Cc1c(F)cccc1Cl)Nc1nc2ccccc2s1	8.4%	9.0%	-10.2%	2.8%	-30.0%	-36.6%[inhibitor]	1.5%	-6.4%
COc1ccc2nc(NC(=O)CN(c3ccc(C)cc3)S(=O)(=O)c3c(C)nn(C)c3C)sc2c1	?	6.6%	-7.4%	-11.9%	?	-46.6%[inhibitor]	6.0%	10.4%
COc1cc(C(C)=O)ccc1OCC(O)CN(CCO)Cc1ccccc1 (stereo unspecified)	6.4%	0.6%	-1.0%	7.1%	-2.0%	-30.3%[inhibitor]	-9.1%	-2.7%
CCOC(=O)C(=CN(CCc1ccccc1)CC(=O)OC)C(=O)OCC	1.5%	0.6%	7.8%	-0.8%	-6.1%	nt	11.8%	-6.1%
CCN1CCN(CCOc2cccc(Oc3ccccc3)c2)CC1	?	0.8%	-6.7%	2.8%	-4.8%	nt	-3.9%	-10.0%
Cc1nc(CC(=O)NNS(=O)(=O)c2ccc3ccccc3c2)cs1	6.0%	-1.1%	-2.8%	-3.0%	-3.2%	30.3%[10 µM]	-6.4%	2.3%
CC(C)Oc1ccc(C(=O)N2CCCc3ccccc32)cc1	-13.6%	-3.2%	1.2%	2.4%	-6.4%	6.9%	-4.3%	-11.0%
Cc1oc2c(O)c(O)ccc2c(=O)c1-c1ccccc1	5.9%[15.4 µM]	8.84µM*	-8.4%	12.5%	-12.9%	4.8%[10 µM]	8.2%	?

Whole records as entered above. Values in the order: GAA inh, GAA glycogen mod, Tau FP inhib, GLA spleen mod, Tau fluor cs, HTT ATP protect, aGlu spleen mod, Tau fibril ThT
`COc1cc(C(C)=O)ccc1OCC(O)CN(CCO)Cc1ccccc1` (stereo unspecified) is listed with 6.4%, 0.6%, -1.0%, 7.1%, -2.0%, -30.3%[inhibitor], -9.1%, -2.7%
`Cc1nc(CC(=O)NNS(=O)(=O)c2ccc3ccccc3c2)cs1` is listed with 6.0%, -1.1%, -2.8%, -3.0%, -3.2%, 30.3%[10 µM], -6.4%, 2.3%
`CCN1CCN(CCOc2cccc(Oc3ccccc3)c2)CC1` is listed with ?, 0.8%, -6.7%, 2.8%, -4.8%, nt, -3.9%, -10.0%
`CN1CCCN(C(=O)c2cc(-c3ccc(Cl)c(Cl)c3Cl)nc3ccccc23)CC1` is listed with -1.7%, 8.5%, -0.3%, -0.3%, -6.2%, -28.0%, -3.1%, -18.8%

Later entries:
SMILES	GAA inh	GAA glycogen mod	Tau FP inhib	GLA spleen mod	Tau fluor cs	HTT ATP protect	aGlu spleen mod	Tau fibril ThT
COc1ccc(N2CCc3c(C)nc4c(OC)cc(OC)cc4c32)cc1	4.1%	-29.9%	-2.9%	9.2%	-4.7%	32.1%[10 µM]	0.3%	-6.1%
COc1ccc([N+](=O)[O-])cc1N(CC(=O)NCCCOC(C)C)S(C)(=O)=O	-9.5%	-11.7%	4.9%	6.3%	-5.4%	-25.0%	-4.7%	-3.3%
Cc1ccc(Cl)cc1NC(=O)COC(=O)CC(C)(C)C	-12.7%	-0.4%	-6.9%	1.9%	-1.6%	18.3%[10 µM]	0.9%	-0.3%
O=C(NCc1nc2ccccc2[nH]1)c1cccc(S(=O)(=O)N2CCOCC2)c1	0.5%	3.2%	4.6%	-13.3%	-2.0%	15.9%	-3.0%	-8.6%
CC(C)c1ccc2[nH]c(O)c(N=NC(=O)c3cccc(S(=O)(=O)Nc4ccccc4Cl)c3)c2c1	-2.8%	-6.3%	-2.7%	4.2%	-0.6%	8.7%[10 µM]	-3.6%	5.4%
O=C(NC12CC3CC(CC(C3)C1)C2)N1CCN(c2nc(-c3ccccc3)cs2)CC1	5.9%	-1.9%	5.4%	8.6%	?	-78.0%[inhibitor]	9.0%	?
CCn1c(SCC(=O)NCc2ccco2)nnc1-c1cccs1	3.4%	-6.2%	-15.5%	0.4%	-0.6%	2.0%	-3.6%	?
O=C1c2ccccc2C(=O)N1CC1c2ccccc2CCN1S(=O)(=O)c1ccccc1 (stereo unspecified)	-5.4%	-5.7%	-4.6%	-11.4%	?	-0.3%	-4.7%	-11.9%
CC(=O)Oc1ccc(/C=C2/Oc3ccccc3C2=O)cc1	-22.9%	6.4%	-1.7%	-14.6%	-6.8%	-0.1%[10 µM]	1.0%	?
CCc1nnc(NC(=O)CCC(=O)N2CCN(Cc3ccc(Cl)cc3)CC2)s1	-0.7%	-1.1%	-1.5%	-1.4%	-7.0%	2.1%[0.074 µM]	-1.1%	-11.8%
O=C(N1CCNCC1)N1CCOCC1	-2.8%	8.4%	-1.3%	2.1%	-2.5%	-1.4%	0.7%	-1.4%
CCOC(=O)C1=C(C)NC(=O)C1(NC(=O)c1cccnc1)C(F)(F)F (stereo unspecified)	5.8%	2.0%	12.5%	-2.7%	9.8%	6.3%[10 µM]	2.3%	7.4%
COC(=O)COc1ccc(S(=O)(=O)N2CCOCC2)cc1	-3.9%	-0.6%	2.5%	-0.5%	7.4%	-13.1%[10 µM]	-8.0%	4.7%
CC12CCCCC1(O)[N+](=O)C1=C(CCCC1)N2[O-] (stereo unspecified)	1.5%	-4.1%	-0.2%	4.1%	0.9%	2.3%	-2.7%	-10.5%
CC(=O)N1CCc2cc(Br)cc(S(=O)(=O)CCC(=O)NCCc3ccc(Cl)cc3)c21	nt	13.8%[76.3 µM]	-6.9%	nt	-21.0%	nt	nt	-9.0%
O=C(N/N=C/c1ccc([N+](=O)[O-])s1)C(O)c1ccccc1 (stereo unspecified)	3.1%	-3.4%	2.8%	5.5%	10.7%	-6.9%[10 µM]	-0.7%	15.0%
CNC(=S)Nc1ccc2nc(C)oc2c1	5.2%	-8.3%	-1.9%	0.7%	1.4%	16.4%[10 µM]	4.2%	1.9%
O=C(NN1C(=O)C2C3C=CC(C4CC34)C2C1=O)c1cccc(Cl)c1 (stereo unspecified)	1.4%	-5.1%	4.4%	-7.5%	-8.6%	0.1%[10 µM]	-0.2%	-14.1%
CC1(C)CC(N2CCCC2)=CC(=[N+]2CCCCCC2)C1	4.8%	11.4%	-7.4%	6.0%	-13.0%	-64.9%[inhibitor]	9.7%	-6.0%
CCC(C)NC(=O)CSc1nc2ccc(N3CCOCC3)cc2c(=O)n1CCc1ccccc1 (stereo unspecified)	-5.7%	2.4%	6.7%	2.6%	-22.9%	11.2%	-4.7%	-11.6%
